PKM2 activator = activators of human pyruvate kinase M2; Potency, µM (titrated, usually from 57.5 µM), without a hit: at the top dose activation, hits mostly activators; AID 1631; hit rate 0.34% among 260,000; P14618; purified PKM2, Kinase-Glo ATP luminescence, activation; response scale: 0% is enzyme alone, no compound; active = well fitted activation curve with a large enough effect; inconclusive = small, poorly fitted or top-dose-only effect; inactive = no such curve, though single readings can be large or run the other way; also: % is scaled to controls: 0 for no effect and ±100 for the full control effect; nearly all actives have a fitted effect of over 55% in size
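Purified hPK-M2 (>95% pure) converted ADP (0.1 mM final) to ATP with 0.5 mM PEP in 50 mM imidazole pH7.2, KCl, MgCl2, Tween 20, BSA; 1 h at room temperature. ATP detected by Kinase-Glo luminescence.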
Menin-MLL TR inh = displaces Texas Red mutant MLL peptide from human menin | Potency, µM (series often up to 61.6 µM), without a hit: at the top dose FP activity change, negative = inhibition, most hits filed as inhibitors | hit rate 0.23% among 270,000 | O00255 | Menin + Texas Red MLL mutant peptide, fluorescence polarization; active = well fitted inhibition curve with a large enough effect in the polarisation, with a control signal flat, not every such curve was filed as active; inconclusive = small, poorly fitted or top-dose-only effect, or effect the other way, or a change in a side signal; inactive = no such curve, though single readings can be large or run the other way; the % refers to the polarisation; also: % of control where 0% means no effect; many of its hits are not listed in these tables
Target sequence (O00255 whole entry, looked up): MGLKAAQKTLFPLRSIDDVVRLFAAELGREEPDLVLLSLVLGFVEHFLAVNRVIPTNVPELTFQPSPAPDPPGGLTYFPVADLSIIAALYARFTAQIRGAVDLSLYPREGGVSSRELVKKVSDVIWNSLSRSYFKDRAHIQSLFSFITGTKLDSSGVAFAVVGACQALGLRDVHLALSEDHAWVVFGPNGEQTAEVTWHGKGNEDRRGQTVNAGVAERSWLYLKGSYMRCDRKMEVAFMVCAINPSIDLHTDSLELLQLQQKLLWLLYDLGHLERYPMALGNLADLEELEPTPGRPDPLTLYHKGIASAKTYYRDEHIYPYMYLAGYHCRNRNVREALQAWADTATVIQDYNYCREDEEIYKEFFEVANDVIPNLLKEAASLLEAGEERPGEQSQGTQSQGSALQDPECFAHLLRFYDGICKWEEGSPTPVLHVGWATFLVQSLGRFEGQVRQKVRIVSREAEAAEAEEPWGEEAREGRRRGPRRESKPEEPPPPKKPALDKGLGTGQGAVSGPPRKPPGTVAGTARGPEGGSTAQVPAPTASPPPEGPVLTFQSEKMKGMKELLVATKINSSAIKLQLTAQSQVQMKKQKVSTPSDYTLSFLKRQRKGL
Chronic BCR inh = chronic active BCR signaling inhibition; Potency, µM (titrated, usually from 46.1 µM), without a hit: at the top dose ratio change, negative = lower green/red ratio, hits mostly inhibitors; AID 493014; hit rate 0.05% among 340,000; ABC-DLBCL IkBa-CBG/CBR reporter, luminescence ratio, 4 h; active = well fitted inhibition curve with a large enough effect in the signal ratio, with a control signal flat, not every such curve was filed as active; inconclusive = small, poorly fitted or top-dose-only effect, or effect the other way, or a change in a side signal; the % refers to the signal ratio;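 also: plate controls were basal doxycycline-induced cells for no effect and cells given 10 µM MG132 for full effect; MG132 reads +100%, hits lower the ratio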
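Cell line TMD8 (human ABC DLBCL), stably expressing tet-inducible CBG68-IkBa fusion and CBR; IMDM/0.5% FBS; cpd up to 46 uM; dox induction, 4 h, 37C/5% CO2; dual luminescence; green/red ratio; MG132 control.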
Starred values were filed as active, the others as inactive; [ ] = remark or other dose. Potency is read from the fitted curve at half-maximal effect. An excerpt; the hit share may differ from the screen's.

`COC(=O)[C@@]1(Cc2ccc(F)cc2)[C@H]2c3cc(C(=O)N4CCCC4)n(CCc4c[nH]c5ccccc45)c3C[C@H]2CN1C(=O)c1ccccc1` gave PKM2 activator -1% and Menin-MLL TR inh 15%.
COC(=O)[C@@]1(Cc2ccccc2)[C@H]2c3cc(C(=O)N(C)C)n(Cc4ccsc4Br)c3C[C@H]2CN1C(=O)c1ccccc1 was read as PKM2 activator 3% and Menin-MLL TR inh 0%.
Screening O=C(NCc1cccc2ccccc12)[C@H]1C[C@@H]1[C@H](NP(=O)(c1ccccc1)c1ccccc1)c1ccccc1 returned PKM2 activator -2% and Menin-MLL TR inh -3%.
For COc1ccc(B(O)O)cc1 the results were PKM2 activator -2% and Menin-MLL TR inh 6%.
Screening C[C@H]1Cc2c(COc3ccccc3)nc3c(c2CO1)CN(S(=O)(=O)c1ccc(Cl)c2nonc12)CC3 returned PKM2 activator -9%[11.5 µM] and Menin-MLL TR inh -6%[11.7 µM].
COC(=O)C1=C(C(=O)OC)[C@@H]2N(C)c3ccc(OC)cc3[C@@]23C[C@@H](C(=O)OC)N(S(=O)(=O)c2ccc4c(c2)OCCN4C)C3=N1 was read as PKM2 activator -2%[11.5 µM] and Menin-MLL TR inh -2%[11.7 µM].
Screening CCCn1c(-c2ccc(F)cc2)nc2c(N3CCC(N(C)C)C3)nc(C)nc21 (stereo not given) returned PKM2 activator -3% and Menin-MLL TR inh -24%.
For CNC1=C(Cl)C(=O)c2ccncc2C1=O the results were PKM2 activator -2% and Menin-MLL TR inh -3%.
CCCCc1c2ccccc2nc2[nH]c3ccccc3c12 was read as PKM2 activator -2% and Menin-MLL TR inh 2%.
CCc1cccc2nc3c(c([Si](C)(C)C)c12)Cn1c-3cccc1=O was read as PKM2 activator 0% and Menin-MLL TR inh -8%.
`COCCNC(=O)C1(CC(C)C)C=CCN1C(=O)OC` (stereo not given) gave PKM2 activator -1% and Menin-MLL TR inh 6%.
For CCCCCCCC1=Cc2ccccc2C(CC(=O)c2ccccc2)N1C(=O)OC (stereo not given) the results were PKM2 activator -6%[11.5 µM] and Menin-MLL TR inh -9%[11.7 µM].
`C[C@H]1Cc2c(-c3ccccc3)nc3c(c2CO1)CN(S(=O)(=O)c1ccc(C#N)cc1)CC3` gave PKM2 activator -5%[11.5 µM] and Menin-MLL TR inh 0%[11.7 µM].
COC(=O)[C@@]1(Cc2ccccc2)[C@H]2c3cc(C(=O)N(C)C)n(Cc4ccccc4)c3C[C@H]2CN1C(=O)c1ccccc1 was read as PKM2 activator -2% and Menin-MLL TR inh 0%.
`Cc1nc(NCc2ccccc2)c2nc(-c3ccccc3)n(CCN(C)C)c2n1` gave PKM2 activator 0% and Menin-MLL TR inh inconclusive.
CCCCS(=O)(=O)N1CCc2nc(-c3ccccc3)c3c(c2C1)CO[C@@H](C)C3 was read as PKM2 activator -2%[11.5 µM] and Menin-MLL TR inh -21%[11.7 µM].
Screening CC[C@@H](C)CN1C(=O)N[C@@H](c2ccccc2)C(C(=O)OC)=C1C returned PKM2 activator 3%[11.5 µM] and Menin-MLL TR inh -12%[11.7 µM].
`C[C@@H](C(=O)Nc1ccc2ccccc2c1)[C@H]1C[C@]1(C)[C@H](NC(=O)c1ccccc1)c1ccccc1` gave PKM2 activator 3% and Menin-MLL TR inh -12%.
Screening CC(C)c1cccc2nc3c(c([Si](C)(C)C)c12)Cn1c-3cccc1=O returned PKM2 activator -4% and Menin-MLL TR inh -17%.
Screening Cc1nc(N2CCOCC2)c2nc(-c3ccccc3)n(C(C)CN(C)C)c2n1 (stereo not given) returned PKM2 activator -7% and Menin-MLL TR inh -19%.
`COC(=O)[C@@H]1C[C@@H]2CC[C@@H](O)C[C@@H]2N1Cc1ccc(N2CCOCC2)cc1` gave PKM2 activator -8% and Menin-MLL TR inh 3%.
For C[C@H]1Cc2c(COc3ccccc3)nc3c(c2CO1)CN(C(=O)Nc1cccc(C#N)c1)CC3 the results were PKM2 activator 2%[11.5 µM] and Menin-MLL TR inh 11%[11.7 µM].
Screening COC(=O)CNC(=O)C1(C)C=CC2(CCCCC2)N1C(=O)OC (stereo not given) returned PKM2 activator -5% and Menin-MLL TR inh 14%.
Screening C=CC1=C2C=C(C3CC3)N(c3ccc(OC)cc3)C=C2C(=O)C(C)(OC(=O)c2ccco2)C1=O (stereo not given) returned PKM2 activator 1%[11.5 µM] and Menin-MLL TR inh -6%[11.7 µM].
`COc1ccc(N2C=C3C(=O)C(C)(OC(=O)C4CCCC4)C(=O)C=C3C=C2c2ccsc2)cc1` (stereo not given) gave PKM2 activator -7%[11.5 µM] and Menin-MLL TR inh -14%[11.7 µM].
For COC(=O)[C@@]1(Cc2ccccc2)[C@H]2c3cc(C(=O)N4CCCC4)n(CCc4ccccn4)c3C[C@H]2CN1C(=O)c1ccccc1 the results were PKM2 activator 0% and Menin-MLL TR inh inconclusive.
Screening COC(=O)[C@@]1(Cc2ccc(F)cc2)[C@H]2c3cc(C(=O)N(C)C)n(CCO)c3C[C@H]2CN1C(=O)c1ccccc1 returned PKM2 activator -11% and Menin-MLL TR inh 17%.
Screening CC[C@H](C)C(=O)O[C@H]1C[C@H](O)C=C2C=C[C@H](C)[C@H](CC[C@@H](O)C[C@@H](O)CC(=O)O)[C@H]21 returned PKM2 activator 3% and Menin-MLL TR inh 17%.
COC(=O)[C@@H]1C[C@@]2(O)[C@@H](O)[C@@H](O)[C@@H](O)C[C@H]2N1Cc1cc(F)ccc1F was read as PKM2 activator -8% and Menin-MLL TR inh 7%.
`CCC1=C2CC[C@H]3C(=O)N(C)C(=O)[C@H]3[C@H]2[C@@]2(Cc3ccccc3)C(=NCC3CC3)OC(=O)N2C1=O` gave PKM2 activator 0% and Menin-MLL TR inh 0%.

Structural class: those above containing a cyano group
`C[C@H]1Cc2c(-c3ccccc3)nc3c(c2CO1)CN(S(=O)(=O)c1ccc(C#N)cc1)CC3` gave PKM2 activator -5%[11.5 µM] and Menin-MLL TR inh 0%[11.7 µM].
For C[C@H]1Cc2c(COc3ccccc3)nc3c(c2CO1)CN(C(=O)Nc1cccc(C#N)c1)CC3 the results were PKM2 activator 2%[11.5 µM] and Menin-MLL TR inh 11%[11.7 µM].

Going on with the list:
Screening Cc1ccc2c(c1)C(=O)[C@]1(O)CCN(c3ccccc3)C1=N2 returned PKM2 activator -1% and Menin-MLL TR inh inconclusive.
For O=C(c1ccc2c(c1)N(Cc1cccc(Cl)c1)C(=O)c1ccccc1S2(=O)=O)N1CCN(c2cccc(C(F)(F)F)c2)CC1 the results were Chronic BCR inh 12%.
For Cc1ccc2nc(N(Cc3cccnc3)C(=O)CCOc3ccccc3)sc2c1 the results were Chronic BCR inh 0%.
Cc1ccc(Cl)cc1NC(=O)c1oc2ccc(S(=O)(=O)N(C)C3CCCCC3)cc2c1C was read as Chronic BCR inh -1%.
`CC(C)(C)c1ccc(C(=O)NNc2ncnc3c2cnn3-c2ccc(Cl)cc2)cc1` gave Chronic BCR inh 7%.
For CC1CCN(S(=O)(=O)c2ccc3[nH]ccc3c2)CC1 the results were Chronic BCR inh 2%.
`COCCNC(=O)CSc1nnc(NC(=O)Nc2ccc(C)cc2)s1` gave Chronic BCR inh 15%.
For CCOC(=O)c1c(N)n(-c2cccc(OC)c2)c2nc3ccccc3nc12 the results were Chronic BCR inh inconclusive.
Screening COc1cn(CC(=O)Nc2ccc(C)cc2)c(CN2CCCCC2)cc1=O returned Chronic BCR inh 5%.
For COc1ccccc1NC(=O)CSC1=Nc2ccccc2C2=NC(CC(=O)NCc3cccs3)C(=O)N12 (stereo not given) the results were Chronic BCR inh inconclusive.
Screening CCCc1cnc2c(c1SCc1cccc(C)c1)c(=O)n(C)c(=O)n2C returned Chronic BCR inh -12%.
`Cc1cc(C(=O)Nc2ccc(-n3c(C)nc4ccccc4c3=O)cc2)ccc1[N+](=O)[O-]` gave Chronic BCR inh inconclusive.
`Cn1c(=O)c2nc(SCC(=O)Nc3cc(Cl)cc(Cl)c3)n(C)c2n(C)c1=O` gave Chronic BCR inh 0%.
`CC(=O)Nc1cccc(NC(=O)C2(c3cccs3)CCOCC2)c1` gave Chronic BCR inh 1%.
Screening COc1ccc(Cl)cc1NC(=O)c1c(NCc2cccnc2)sc2c1CCC(C)C2 (stereo not given) returned Chronic BCR inh inconclusive.
For CCc1ccc(NC(=O)CSc2nc3n[nH]c(C)c3c(=N)n2-c2ccc(C)cc2)cc1 the results were Chronic BCR inh 0%.
Cn1ncc2c(NCc3ccc(Cl)cc3)ncnc21 was read as Chronic BCR inh inconclusive.
For CCOC(=O)C1CCC(CN(Cc2cccc(Br)c2)S(=O)(=O)c2ccc(Cl)cc2)CC1 (stereo not given) the results were Chronic BCR inh 17%.
Screening CCOC(=O)c1ccc(CN(Cc2ccccc2C)S(=O)(=O)c2ccc(F)c(C)c2)cc1 returned Chronic BCR inh 14%.
Screening COCCCNC(=O)CSC1=Nc2ccccc2C2=NC(CCC(=O)NCc3ccc(OC)cc3)C(=O)N12 (stereo not given) returned Chronic BCR inh 5%.
Screening Cc1ccc(N2CC(NC(=O)c3cccc(Cl)c3)CC2=O)cc1C (stereo not given) returned Chronic BCR inh -25%.
Screening CCOc1ccc(NS(=O)(=O)c2ccc3c(c2)NC(=O)CCS3)cc1 returned Chronic BCR inh -18%.
CC(C)CCN(C(=O)Nc1ccc(Cl)c(Cl)c1)C1CCN(C(C)C)CC1 was read as Chronic BCR inh -7%.
COc1ccccc1N1CCN(S(=O)(=O)c2cc(C(=O)Nc3ccc(Oc4ccccc4)cc3)ccc2F)CC1 was read as Chronic BCR inh 3%.
Screening O=C(Cc1ccc(Cl)cc1)NC1CC(=O)N(c2ccc3c(c2)OCCO3)C1 (stereo not given) returned Chronic BCR inh inconclusive.
For COc1cc2c(cc1OC)n(CC(=O)c1ccc(C)cc1)c(=O)n1nc(CCn3nc(C)cc3C)nc21 the results were Chronic BCR inh -19%.
For CC1CCN(CC2CCN(C(=O)NCc3ccc(F)cc3)CC2)CC1 the results were Chronic BCR inh inconclusive.
`Cc1cc(C)cc(-n2cnc3cc(C(=O)NC4CCCCCC4)ccc32)c1` gave Chronic BCR inh -4%.
Screening O=C(NCc1ccccc1Cl)c1ccc(CSCc2cccc(F)c2)o1 returned Chronic BCR inh 5%.
Screening CCOC(=O)c1cc(-c2ccccc2)n(CCCC(=O)Nc2ccc(C(C)C)cc2)c1C returned Chronic BCR inh inconclusive.
Screening COc1ccccc1NC(=O)CSC1=Nc2ccccc2C2=NC(CC(=O)NCc3ccc4c(c3)OCO4)C(=O)N12 (stereo not given) returned Chronic BCR inh 8%.
O=C(NC1CC(=O)N(c2ccc(Cl)cc2)C1)c1ccc(S(=O)(=O)N2CCCC2)cc1 (stereo not given) was read as Chronic BCR inh 7%.
`Cc1cc(C)c(NC(=O)CSc2nnc3[nH]c(=O)cc(C)n23)c(C)c1` gave Chronic BCR inh 10%.
Screening O=C1c2oc3ccccc3c(=O)c2C(c2ccccc2)N1Cc1ccc2c(c1)OCO2 (stereo not given) returned Chronic BCR inh 6%.
`CCN1CCN(c2ncnc3c2cnn3-c2ccc(C)c(C)c2)CC1` gave Chronic BCR inh 7%.
CCOC(=O)c1c(NC(=O)c2ccc(S(=O)(=O)N(CCOC)CCOC)cc2)sc2c1CC(C)(C)NC2(C)C was read as Chronic BCR inh 3%.
Screening CC(C)(C)C(=O)NC1CC(=O)N(c2ccc3c(c2)OCCO3)C1 (stereo not given) returned Chronic BCR inh 1%.
`Cc1cccc(NC(=O)N2CCC(N3CCN(Cc4ccccc4)C(=O)C3=O)CC2)c1C` gave Chronic BCR inh 11%.
CCc1c(-c2ccccc2)nc2ccccc2c1C(=O)NCCc1ccccc1 was read as Chronic BCR inh 11%.
CC(C)OCCCn1c(SCc2cccc(Br)c2)nc2c(sc3ccccc32)c1=O was read as Chronic BCR inh 2%.
For O=C(Nc1ccc(N2CCN(CCOc3ccc(Cl)cc3)CC2)c(C(=O)O)c1)c1ccc(F)cc1 the results were Chronic BCR inh 15%.
Screening CCC1Sc2ccccc2N(CC(=O)NCc2ccc(C)cc2)C1=O (stereo not given) returned Chronic BCR inh -1%.
`CC(=O)C1=C(c2ccc(C)cc2)N(C(C)=O)n2c(nnc2C2CCCCC2)S1` gave Chronic BCR inh -5%.
For CC(=O)N1CCN(C(=O)C(=O)Nc2c3c(nn2-c2ccc(Cl)cc2)CSC3)CC1 the results were Chronic BCR inh 4%.
For Cc1ccc2c(=O)c(C(=O)c3ccccc3)cn(CC(=O)Nc3ccccc3)c2n1 the results were Chronic BCR inh 1%.
CC(C)OC(=O)c1cccnc1SCC(=O)Nc1ccc(C(F)(F)F)cc1Cl was read as Chronic BCR inh inconclusive.
